Assay outcomes from PubChem.
HIV peptide binding – cell-free HIV fusion peptide-binding blockers – biochemical, uHTS, fluorescence dequenching, primary screen (AID 1986) | 290,000 tested, 0.3% active | cell-free peptide binding, fluorescence dequenching, 30 min; higher % means a stronger effect | one-dose inhibition, % at 20 µM; IC50 in µM for titrated hits; in the data active = inhibition mostly above about 52%, no sharp cut-off; inactive = mostly below about 76%; also: some results filed as inactive read as strong as hits
UTI89 phage lysis – inhibition of K1F phage lysis, E. coli UTI89, bacterial capsule biogenesis inhibitors, alamar blue (AID 488966). E. coli UTI89 K1F phage lysis, alamar blue, 2 h; higher % means a stronger effect. one-dose inhibition, % at 100 µM; IC50 in µM for titrated hits. 340,000 tested, 0.02% active;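 active = phage lysis inhibition, versus mean bacterial control, above a set limit; inconclusive = no clear call, values can overlap the other calls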;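 also: capsule biogenesis inhibitors block K1F phage lysis so surviving cells raise fluorescence; higher fluorescence means more inhibition of phage lysis; actives were called in the ten point dose series up to 300 µM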
SIAH1 antagonists – Siah-1 peptide-binding antagonists, primary screen, biochemical, fluorescence polarization, rhodamine-plectin, uHTS (AID 1817); Siah-1 / rhodamine-plectin peptide fluorescence polarization; higher % means a stronger effect; one-dose displacement, % at 20 µM; IC50 in µM for titrated hits; 290,000 tested, 0.02% active;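 active = displacement of at least 50% at 20 µM, with a fluorescence ratio check between 0.3 and a set limit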;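 also: plate controls were Siah plus tracer with DMSO for no effect and tracer alone without Siah for full effect; strong numbers were not always called active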
GPR55 beta-arrestin – GPR55 agonists via beta-arrestin recruitment, primary screen, imaging, U2OS cells, beta-arrestin-GFP redistribution (AID 1961); U2OS GPR55 beta-arrestin-GFP redistribution imaging; higher % means a stronger effect; one-dose activation, % at 10 µM; EC50 in µM for titrated hits; 290,000 tested, 0.048% active;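 active = activation above 40% with more than 50 cells counted in the well; inconclusive = wells holding fewer than 50 cells, flagged as toxic or sparse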;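 also: U2OS osteosarcoma cells stably expressing GPR55 and beta-arrestin-GFP; plate controls were DMSO negative control for no effect and LPI positive control for full effect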
GPR55 LPI antagonism – inhibition of LPI-stimulated GPR55 beta-arrestin translocation – imaging, U2OS, beta-arrestin-GFP, LPI agonist, primary screen (AID 2013); inhibition, % at 10 µM; hits with a dose series show IC50 in µM; 290,000 tested, 0.13% active; U2OS GPR55 beta-arrestin-GFP translocation imaging, LPI antagonism; higher % means a stronger effect;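 active = spots per cell inhibited over 60%, with over 100 cells counted and total cytoplasm intensity under 500,000; inconclusive = wells with under 100 cells, flagged as likely toxic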;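 also: U2OS cells stably carrying GPR55 and arrestin-GFP stimulated by 5 µM LPI near EC80; imaged beta-arrestin-GFP aggregate spots per cell after agonist stimulation; plate controls were LPI-stimulated DMSO wells for no effect and DMSO wells without LPI for full effect; some results filed as inactive read as strong as hits; confirmed hits need IC50 under 10 µM and bright autofluorescent wells are also inconclusive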
NS5 inhibitors – flavivirus cap methylation enzyme inhibition – biochemical, confirmation dose response, primary screen (AID 588689); Dengue-2 NS5 methyltransferase capping enzyme assay, biochemical; higher % means a stronger effect; one-dose inhibition, % at 25 µM; IC50 in µM for titrated hits; 340,000 tested, 0.3% active; in the data active = a potency from the dose series; inconclusive = inhibition above about 29% without an active follow-up result
GPR35 antagonists – GPR35 antagonists blocking zaprinast-driven arrestin recruitment, primary screen, imaging, U2OS, beta-arrestin-GFP, zaprinast agonist (AID 2058); U2OS GPR35 beta-arrestin-GFP translocation imaging, zaprinast antagonism; higher % means a stronger effect; inhibition, % at 10 µM; hits with a dose series show IC50 in µM; 290,000 tested, 0.052% active;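 active = inhibition of at least 50% with at least 30 cells and total cytoplasm GFP at most 10,000,000; inconclusive = under 30 cells or total GFP of 10,000,000 plus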
NTR1 agonist – agonists of NTR1, primary screen, imaging, U2OS cells, beta-arrestin-GFP, high content (AID 493036) | NTR1-U2OS beta-arrestin-GFP spot imaging, agonist mode | activation, % at 20 µM | P30989 | 330,000 tested, 0.17% active;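 active = activation at or above 40% of the spot to cytoplasm intensity ratio, with at least 20 cells analyzed; inconclusive = wells under 20 cells, flagged as cytotoxic or low count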;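 also: 0% = DMSO without peptide and 100% = 100 nM NTR1 peptide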
Target sequence (P30989 whole entry, looked up): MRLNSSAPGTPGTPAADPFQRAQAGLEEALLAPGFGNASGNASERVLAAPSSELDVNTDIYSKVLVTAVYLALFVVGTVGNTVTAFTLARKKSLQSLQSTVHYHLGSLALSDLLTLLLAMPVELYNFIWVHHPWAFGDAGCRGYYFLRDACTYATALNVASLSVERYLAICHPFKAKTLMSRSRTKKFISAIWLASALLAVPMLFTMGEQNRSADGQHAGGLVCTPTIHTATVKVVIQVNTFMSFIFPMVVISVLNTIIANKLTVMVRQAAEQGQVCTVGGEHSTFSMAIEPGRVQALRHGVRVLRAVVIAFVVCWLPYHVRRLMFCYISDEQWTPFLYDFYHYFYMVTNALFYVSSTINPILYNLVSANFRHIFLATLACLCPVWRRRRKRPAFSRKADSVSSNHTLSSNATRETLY
AID2073 – inhibitors of Mint1-CaV2.2 protein interaction, biochemical, HTRF (AID 2073); inhibition, % at 20 µM, or IC50 in µM where a hit was titrated; 290,000 tested, 0.19% active; HTRF protein-protein interaction, Mint1-CaV2.2; higher % means a stronger effect; in the data active = inhibition mostly above about 51%, no sharp cut-off; inconclusive = no clear call, values can overlap the other calls; inactive = mostly below about 53%; also: some results filed as inactive read as strong as hits
NTR1 agonist cell count 20 µM – second read-out of NTR1 agonist, no call of its own (marks repeat the call); cell count; measured here: cell count, cytotoxicity flag
Numbers without * were called inactive; ? = inconclusive; . = no result given; [ ] = remark or other dose. Hits appear at their usual frequency. Share with any hit: about 1.2%.

Compound,HIV peptide binding,UTI89 phage lysis,SIAH1 antagonists,GPR55 beta-arrestin,GPR55 LPI antagonism,NS5 inhibitors,GPR35 antagonists,NTR1 agonist,NTR1 agonist cell count 20 µM,AID2073
CC1(C(=O)NC2CCCCCCC2)CC1(Cl)Cl (configuration not stated),-2.0%,4.5%,1%,-0.3%,1%,2%,4%,2.2,59,-3%
Cc1ccccc1NC(=O)COC(=O)/C=C/c1cccc(C(F)(F)F)c1,-0.7%,1.4%,1%,0.1%,2%,1%,2%,3.7,40,-19%
CCN(CC)CCCNC(=O)c1cn(C)c2ccc(S(=O)(=O)N(C)C3CCCCC3)cc2c1=O,1.2%,-0.4%,-3%,-0.1%,-6%,-3%,-21%,1.4,74,5%
CCC(=O)Nc1cccc(NC(=O)c2ccc(C)cc2Cl)c1,-1.0%,0.3%,0%,-0.1%,-10%,0%,16%,0.0,72,24%
COc1cc(-c2nc3n(n2)C(c2ccncc2)C2=C(CCCC2=O)N3)cc(OC)c1OC (configuration not stated),2.0%,0.2%,17%,-0.6%,20%,3%,6%,3.7,30,11%
CCOc1ccc(S(=O)(=O)NC2CC2)cc1,0.6%,-2.0%,1%,0.1%,4%,-2%,-4%,0.5,72,5%
Cc1ccc(OCC(=O)Nc2cc(-c3nn4c(C)nnc4s3)ccc2C)cc1,2.1%,3.8%,5%,0.4%,3%,5%,-1%,-1.2,55,22%
O=C(Cn1cc([N+](=O)[O-])cn1)Nc1cccnc1,1.3%,0.3%,1%,0.3%,4%,-6%,-14%,1.0,64,4%
O=C(CC(c1cccs1)S(=O)(=O)c1ccccc1)c1ccc(F)cc1 (configuration not stated),2.1%,0.4%,-2%,-0.1%,20%,-5%,-8%,2.7,40,22%
COc1cc(CCC(=O)OCC(=O)NCC2CCCCC2)cc(OC)c1OC,-1.6%,1.9%,1%,0.0%,11%,-1%,8%,1.8,58,-10%
COc1ccc(NC(=O)C2CCCCN2N)cc1OCC(C)C (configuration not stated),-0.5%,1.0%[50 µM],3%,0.3%,12%,1%,-1%,-1.1,44,-5%
COc1ccc(C(=O)NCCOC(C)C)cc1OC1CCN(C(C)=O)CC1,-0.6%,1.3%,-2%,0.3%,-4%,-9%,-13%,0.7,59,-2%
CCOc1ccc(OCC(=O)NCCc2nc3ccccc3[nH]2)cc1,0.6%,0.0%,-4%,-0.1%,10%,-2%,15%,-2.4,78,4%
CCOc1ccc(C(=O)c2cc([N+](=O)[O-])ccc2N2CCOCC2)cc1,1.8%,0.9%,-6%,2.3%,-27%,2%,0%,.,.,-9%
COc1ccccc1Nc1nc(N)nc(CN2CCCCCC2)n1,-0.6%,-0.7%,2%,-0.3%,2%,-4%,-10%,3.8,61,11%
O=C(O)C1CC=CCC1C(=O)Nc1ccc2c(c1)OCCO2 (configuration not stated),-0.3%,1.0%,-1%,-0.1%,-2%,2%,2%,-0.5,56,-8%
O=C(/C=C/NNC(=O)c1ccccc1)c1ccc(Br)cc1,-2.0%,-0.9%,1%,-0.2%,8%,0%,-5%,1.1,35,-1%
Cc1ccc(C(=O)OCC(=O)N(CC(C)C)c2c(N)n(Cc3ccccc3)c(=O)[nH]c2=O)s1,-0.3%,1.3%[50 µM],-2%,-0.1%,12%,-6%,4%,0.6,66,6%
CNc1nc(SC)nc(N2CCOCC2)n1,0.0%,2.4%,0%,-0.1%,1%,-7%,1%,-1.9,63,-5%
O=C(NCC1COc2ccccc2O1)c1ccc(NC(=O)C(c2ccccc2)c2ccccc2)cc1 (configuration not stated),-0.8%,0.5%,1%,-0.3%,12%,-17%,.,-1.0,67,26%
CCCOc1ccc(C2c3c(oc4cc(C)c(C)cc4c3=O)C(=O)N2CCCN(C)C)cc1OCC (configuration not stated),0.0%,-1.6%,-3%,0.3%,3%,-2%,-3%,-1.4,62,-1%
COc1ccccc1CNC(=O)C12CC3CC(CC(C3)C1)C2,-0.1%,0.5%,-5%,-0.4%,-17%,6%,2%,-0.5,60,0%
COc1cccc(/C=N/NC(=O)Cn2nc(C)c([N+](=O)[O-])c2C)c1O,1.9%,1.8%[50 µM],0%,-0.2%,6%,1%,-15%,1.3,49,12%
Cn1nc(C(=O)N2CCN(c3cccc(Cl)c3)CC2)c2c1-c1ccccc1S(=O)(=O)C2,-0.6%,0.0%,2%,-0.3%,22%,-4%,8%,5.2,85,-6%
COc1ccc2c(c1)C=C(C(=O)NCc1ccc(Cl)cc1)CO2,0.0%,3.3%,5%,-0.2%,7%,0%,0%,-3.2,44,3%
NC(=O)CN1CCN(c2ccccc2F)CC1,0.5%,0.6%,3%,-0.1%,-8%,-9%,-20%,0.1,52,-3%
O=C(NCCCn1ccnc1)c1ccc(-c2ccccc2)cc1,-1.0%,0.6%,4%,0.4%,8%,-10%,18%,-0.3,52,0%
CCCCn1c(=O)n(CC(=O)Nc2c(CC)cccc2CC)c(=O)c2c1nc(CO)n2CCC,0.6%,3.6%[50 µM],3%,0.2%,11%,5%,12%,0.2,55,0%
Brc1ccc(C=Nc2ccc(Nc3ccccc3)cc2)s1,-12%,-7.2%,-12%,-0.3%,4%,-2%,14%,.,.,6%
CCOC(=O)c1c(C)[nH]c(C(=O)COC(=O)c2oc3ccc(OC)cc3c2C)c1C,4.9%,0.3%,-1%,-0.6%,1%,2%,-3%,1.4,102,14%
Cc1ccc(SCC(=O)NC(=O)NC(C)C)c(C)c1,-0.6%,0.1%[50 µM],1%,0.5%,3%,0%,25%,1.3,54,25%
CC(C)(O)C#Cc1ccc(C(=O)N2CCC(C(N)=O)(N3CCCCC3)CC2)o1,0.8%,0.2%,-4%,0.0%,0%,0%,-8%,0.3,62,3%
C=C(C)C(=O)O[C@H]1C/C(C)=C\C(=O)/C=C(\C)[C@H](O)[C@@H]2OC(=O)C(=C)[C@@H]21,1.6%,-0.7%,-2%,0.7%,-6%,-6%,8%,6.6,48,12%
COC(=O)CN1C(c2ccccc2O)Nc2ccc(Br)cc2C1c1ccccc1 (configuration not stated),-1.7%,0.1%[50 µM],-2%,0.4%,9%,-8%,-5%,2.4,57,26%
CCOc1ccc(S(=O)(=O)N2CCN(c3ccccn3)CC2)cc1,0.2%,-2.9%,-6%,0.6%,4%,-1%,8%,2.0,56,18%
Cc1ccc(C(=O)NCCSC(C)(C)C)cc1,2.3%,-0.3%,-1%,-0.1%,-15%,-10%,-5%,3.0,61,-3%
COc1ccc(/C=C(\C#N)C(=O)NCCc2ccccc2)cc1OCc1ccccc1,-0.2%,1.9%,-3%,-0.4%,-8%,-6%,-6%,2.2,44,14%
CN(C)c1nc2ccccc2c(N)c1-c1ccccc1,-0.8%,0.8%,0%,0.1%,-4%,2%,-3%,0.5,53,6%
CN(c1ccccc1C(=O)Nc1ccc2c(c1)n(C)c(=O)n2C)S(C)(=O)=O,1.3%,0.2%,4%,-0.1%,16%,11%,4%,-0.1,57,-4%
Cc1ccc(C(=O)NCC(=O)N/N=C/c2cccs2)cc1C,-0.7%,-0.6%,-1%,0.0%,-4%,-5%,-5%,-0.6,27,-3%
Cc1cc(NC(=O)CSc2nc3ccccc3c(=O)n2C2CCCC2)no1,-1.4%,0.3%,0%,-0.1%,0%,3%,12%,-0.2,69,9%
CN1CCN(S(=O)(=O)CC2(C)C3CCC2(C)C(=O)C3Br)CC1 (configuration not stated),-1.4%,0.1%,11%,0.2%,1%,2%,-15%,0.9,48,23%
O=C(CSc1n[nH]c(-c2ccccc2)n1)Nc1ccc(F)cc1F,-0.3%,0.9%[50 µM],-3%,-0.2%,2%,-1%,-15%,0.8,72,0%
CCC(C)(C)n1nnnc1CN1CCN(c2nc3cc(OC)ccc3cc2C#N)CC1,-2.1%,4.7%,-3%,-0.1%,5%,-4%,-17%,5.8,57,11%
Cc1ccc(NC(=O)COc2ccccc2C(=O)Nc2ccccc2)cc1Cl,0.1%,3.5%,-5%,0.0%,4%,-1%,-18%,23,60,7%
COc1ccc(N2CC(C(=O)Nc3ccccc3C(=O)NCc3ccco3)CC2=O)cc1 (configuration not stated),-1.5%,0.2%,4%,-0.3%,6%,0%,-5%,-0.4,97,-6%
COCCn1c(C)cc(/C=C2/SC(=O)N(CC(=O)N3CCCC3)C2=O)c1C,0.3%,-0.1%,5%,0.4%,4%,-9%,-8%,-0.7,50,-3%
C[C@@H]1ON(C2CCCCC2)[C@H]2c3nc4ccccc4n3C[C@@H]12,1.3%,0.0%,6%,0.5%,7%,2%,-2%,-1.6,66,1%
Cc1ccc(Sc2nc(C)c([N+](=O)[O-])c(C)c2C#N)cc1,0.1%,.,-2%,0.3%,2%,.,10%,6.4,50,1%
O=C(CSc1nnc(-c2ccccc2)o1)N1CCCCC1,-2.1%,3.6%,6%,0.2%,7%,-6%,-5%,-1.0,51,-6%
N#CCCN(CCC#N)C(=O)C1c2ccccc2Oc2ccccc21,22%,0.2%,20%,0.8%,-32%,?,-10%,0.3,60,23%
Cn1cc(CNCCN2CCCCC2=O)c(-c2cccc(Cl)c2)n1,-1.2%,-0.9%,7%,-0.1%,19%,0%,-2%,1.2,55,-1%
COc1ccc(Cc2nc3ccc(C(=O)NCCc4ccccn4)cc3o2)cc1OC,-0.4%,-0.2%,-4%,-0.1%,-8%,-1%,-5%,-0.2,55,4%
CCOC(=O)Nc1ccc2c(COC(=O)c3ccccc3O)cc(=O)oc2c1,1.3%,0.2%,-3%,-0.2%,-15%,4%,-2%,1.5,60,35%
C=CCn1c(=S)[nH]c2scc(-c3ccc(C)o3)c2c1=O,1.1%,-1.2%,0%,1.3%,6%,29%,1%,2.0,64,-6%
Cn1c(SCCN2CCOCC2)nc2sc3c(c2c1=O)CCCC3,-3.7%,1.1%,-4%,1.3%,9%,4%,12%,3.2,55,27%
Cc1cccc(N(C(=O)CCC(=O)Nc2ccccn2)C(C(=O)NC(C)C)c2ccc(O)cc2)c1 (configuration not stated),-2.8%,6.8%,1%,-0.2%,1%,-6%,14%,-1.2,55,8%
